RSV CPE inhibition = inhibition of RSV-induced cytopathic effect – HEp-2 cells, primary 10 µM value included (AID 2391); HEp-2 cells, RSV-induced CPE inhibition; higher % means a stronger effect; CPE inhibition, % at 10 µM, or IC50 in µM where a hit was titrated; 310,000 compounds, 0.13% hits; in the data active = a potency from the dose series; inconclusive = CPE inhibition mostly from about 23% at the one dose, without a potency; inactive = the rest, 99 in 100 with CPE inhibition below about 21%; also: strong numbers were not always called active
HIV peptide binding = cell-free HIV fusion peptide-binding blockers – biochemical, uHTS, fluorescence dequenching, primary screen (AID 1986); cell-free peptide binding, fluorescence dequenching, 30 min; higher % means a stronger effect; inhibition, % at 20 µM; hits with a dose series show IC50 in µM; 290,000 compounds, 0.3% hits; in the data active = inhibition mostly above about 52%, no sharp cut-off; inactive = mostly below about 76%; also: some results filed as inactive read as strong as hits
GPR35 antagonists = GPR35 antagonists blocking zaprinast-driven arrestin recruitment, primary screen, imaging, U2OS, beta-arrestin-GFP, zaprinast agonist (AID 2058). U2OS GPR35 beta-arrestin-GFP translocation imaging, zaprinast antagonism; higher % means a stronger effect. one-dose inhibition, % at 10 µM; IC50 in µM for titrated hits. 290,000 compounds, 0.052% hits;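 active = inhibition of at least 50% with at least 30 cells and total cytoplasm GFP at most 10,000,000; inconclusive = under 30 cells or total GFP of 10,000,000 plus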
UTI89 phage lysis = protection from phage-mediated lysis, alamar blue read-out – E. coli UTI89, K1F phage, bacterial capsule biogenesis inhibitors (AID 488966). E. coli UTI89 K1F phage lysis, alamar blue, 2 h; higher % means a stronger effect. inhibition, % at 100 µM, or IC50 in µM where a hit was titrated. 340,000 compounds, 0.02% hits;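 active = phage lysis inhibition, versus mean bacterial control, above a set limit; inconclusive = no clear call, values can overlap the other calls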;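 also: capsule biogenesis inhibitors block K1F phage lysis so surviving cells raise fluorescence; higher fluorescence means more inhibition of phage lysis; actives were called in the ten point dose series up to 300 µM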
NS5 inhibitors = flavivirus cap methylation enzyme inhibition – biochemical, confirmation dose response, primary screen (AID 588689) | inhibition, % at 25 µM, or IC50 in µM where a hit was titrated | 340,000 compounds, 0.3% hits | Dengue-2 NS5 methyltransferase capping enzyme assay, biochemical; higher % means a stronger effect; in the data active = a potency from the dose series; inconclusive = inhibition above about 29% without an active follow-up result
MgcRacGAP inhibition = MgcRacGAP GTPase-activating activity inhibitors, confirmation, biochemical, ADP Hunter fluorescence. 340,000 compounds, 0.6% hits. AID 624330. inhibition, % at 30 µM, or IC50 in µM where a hit was titrated. MgcRacGAP-stimulated Rac1 GTP hydrolysis, ADP Hunter fluorescence; higher % means a stronger effect; GST-tagged Rac1 F28L mutant substrate;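 active = first-screen hits whose inhibition reached a set limit at any dose in the follow-up dose series; inconclusive = inhibition above the set first-screen limit but never retested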;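 also: fluorescence reports GDP produced by GAP-driven GTP hydrolysis; strong numbers were not always called active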
SV40 large T antigen = TAg ATPase/helicase activity blockers – biochemical (AID 1903); inhibition, % at 20 µM, or IC50 in µM where a hit was titrated; 310,000 compounds, 0.39% hits; SV40 large T antigen ATPase/helicase inhibition assay; higher % means a stronger effect; in the data active = a potency from the dose series; inconclusive = inhibition mostly from about 32% at the one dose, without a potency; inactive = the rest, 99 in 100 with inhibition below about 32%; also: strong numbers were not always called active
GPR55 antagonists = GPR55 antagonists blocking LPI-driven arrestin recruitment, primary screen, imaging, U2OS, beta-arrestin-GFP, LPI agonist (AID 2013). U2OS GPR55 beta-arrestin-GFP translocation imaging, LPI antagonism; higher % means a stronger effect. inhibition, % at 10 µM; hits with a dose series show IC50 in µM. 290,000 compounds, 0.13% hits;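 active = spots per cell inhibited over 60%, with over 100 cells counted and total cytoplasm intensity under 500,000; inconclusive = wells with under 100 cells, flagged as likely toxic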;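 also: U2OS cells stably carrying GPR55 and arrestin-GFP stimulated by 5 µM LPI near EC80; imaged beta-arrestin-GFP aggregate spots per cell after agonist stimulation; plate controls were LPI-stimulated DMSO wells for no effect and DMSO wells without LPI for full effect; some results filed as inactive read as strong as hits; confirmed hits need IC50 under 10 µM and bright autofluorescent wells are also inconclusive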
Salmonella PhoP GFP = inhibitors of PhoP regulon expression, primary screen, Salmonella Typhimurium, GFP reporter (AID 1863) | S. Typhimurium PhoP-regulated promoter GFP reporter, 4 h; higher % means a stronger effect | inhibition, % at 50 µM, or IC50 in µM where a hit was titrated | 300,000 compounds, 0.16% hits;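 active = inhibition over 29.93%, a cutoff 3 SD above the screen mean, later confirmed by dose response; inconclusive = inhibition over 29.93% but no dose response follow-up; inactive = inhibition at most 29.93% or unconfirmed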;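 also: 0% = low Mg2+ inducing control and 100% = high Mg2+ repressing control; strong numbers were not always called active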
NS5 inhibitors pilot replicate = further read-out of NS5 inhibitors, marked with its call; inhibition, %; measured here: pilot screen replicate inhibition
An asterisk follows results filed as active; u = inconclusive; x = not tested or not shown; [ ] = another dose, or the depositor's remark.

SMILES	RSV CPE inhibition	HIV peptide binding	GPR35 antagonists	UTI89 phage lysis	NS5 inhibitors	MgcRacGAP inhibition	SV40 large T antigen	GPR55 antagonists	Salmonella PhoP GFP	others
O=C(CC1SC(=Nc2ccc(OC(F)F)cc2)N(CCN2CCOCC2)C1=O)Nc1ccccc1 (configuration not stated)	-1.6%	-1.1%	6%	0.1%	-3%	-1%	11%	4%	4%
O=C(Nc1cccc(-n2cnnn2)c1)c1cccc(Cl)c1	1.2%	1.0%	-9%	1.1%	-7%	3%	6%	8%	-3%
Cc1ccc(OC(C)C(=O)N(C)c2ccccc2)c([N+](=O)[O-])n1 (configuration not stated)	0.6%	x	x	0.6%[50 µM]	3%	4%	x	x	x
C[C@H](N)c1nnc(SCc2c(Cl)cccc2Cl)o1	1.0%	1.7%	-8%	0.2%	1%	7%	4%	-8%	-1%
Cc1cccc(NC(=O)CS(=O)(=O)c2c[nH]c3ccccc23)c1C	0.6%	-0.1%	-11%	0.3%	-6%	9%	3%	2%	9%
COc1cc(-c2nc(CN(C)C(C)c3ccncn3)c(C)o2)ccc1F (configuration not stated)	-0.8%	-0.8%	-2%	0.8%	-8%	-6%	6%	-4%	1%
Cc1ccc(C)c(Cn2nnc3c(=O)[nH]c(C4CCCN(S(=O)(=O)Cc5ccccc5)C4)nc32)c1 (configuration not stated)	-0.8%	0.3%	-18%	0.6%	-4%	4%	0%	-1%	5%
O=P1(c2ccccc2)C=Cn2c1cc1c2CCCC1 (configuration not stated)	-1.1%	x	x	3.3%	-4%	-1%	15%	x	7%
Nc1ccc(SCc2cccnc2)cc1	12%	-2.5%	-5%	0.3%	0%	14%	28%	-2%	4%
CC(C)OC(=O)c1ccc(COC(=O)CNC(=O)c2ccco2)cc1	0.7%	0.0%	18%	0.1%	-17%	6%	-2%	-6%	4%
Cc1ccc(-c2csc(=S)n2CC(=O)OCC(=O)NCc2ccc(F)cc2)cc1	u	6.5%	-1%	x	x	x	0%	-18%	-9%
CC(C)c1nc2oc3c(N(C)CCO)ncnc3c2c2c1CCC2	x	-1.2%	8%	-1.3%	-6%	9%	6%	2%	-5%
CCCCCCN(C(=O)CCCCCN1C(=O)NC(c2ccc(Cl)cc2)C(C(=O)OCc2ccccc2)=C1C)C(C(=O)NCCCC)c1ccc(OCC(=O)OC)c(C(=O)OC)c1 (configuration not stated)	x	1.8%	-3%	x	x	x	11%	5%	6%
O=C1CCCN1C(=O)COc1cc(F)ccc1[N+](=O)[O-]	2.0%	x	x	0.2%[50 µM]	-2%	1%	x	x	x
CC(C)NC(=O)COc1ccc(S(=O)(=O)N(C)Cc2ccccc2)cc1	0.5%	-1.1%	-1%	-0.7%[50 µM]	-14%	13%	8%	-2%	-11%
O=C(CCOc1ccccc1)Nc1ccc(Br)cc1	1.6%	0.4%	12%	0.0%	-3%	1%	7%	4%	-2%	NS5 inhibitors pilot replicate=0.3
CCc1ccc2oc(C(=O)NC3CCS(=O)(=O)C3)cc(=O)c2c1 (configuration not stated)	2.9%	1.4%	-6%	0.4%	-6%	7%	6%	0%	-6%
O=C(NCC(c1ccco1)N1CCOCC1)c1ccc([N+](=O)[O-])cc1 (configuration not stated)	4.7%	3.1%	-3%	-0.1%[50 µM]	-2%	-9%	8%	15%	-1%
CCOC(CNC(=O)C1CCN(S(=O)(=O)c2ccc3nc4c(c(C(=O)O)c3c2)CC(C)CC4)CC1)OCC (configuration not stated)	0.7%	8.8%	10%	-0.2%	5%	4%	15%	7%	-11%
Cc1ccc(SCCC(=O)NCc2ccncc2)cc1	1.1%	2.4%	14%	-1.2%	-5%	5%	3%	13%	13%
CCOC(=O)C(C)(C)C(=O)C(C)(C)C(O)c1ccccn1 (configuration not stated)	0.9%	-1.6%	-10%	1.2%	-3%	-4%	8%	-18%	1%
CC(C)C(C)(C#N)NC(=O)CSc1nnc(C(F)(F)F)n1C (configuration not stated)	2.7%	14%	15%	1.2%	1%	3%	0%	8%	-12%
Cc1ccc(C(=O)NCC#N)cc1	0.7%	0.4%	-7%	0.1%	-8%	13%	5%	-8%	1%
Cc1cccc(N2CCN(C(=O)C3COc4ccccc4O3)CC2)c1C (configuration not stated)	u	1.0%	-1%	0.8%	-7%	4%	22%	2%	13%
CCn1c2ccccc2c2nnc(SCC(=O)N3CC(C)OC(C)C3)nc21 (configuration not stated)	1.2%	-0.5%	10%	2.8%	1%	2%	5%	27%	1%
Cc1cc(C)cc(NC(=O)c2ccc(S(=O)(=O)C(F)F)cc2)c1	2.6%	0.0%	-3%	0.8%[50 µM]	-4%	10%	18%	8%	-15%
COCCCN1C(=O)C(=O)/C(=C(/O)c2ccc(S(=O)(=O)N3CCCCC3)cc2)C1c1cccc(OC)c1 (configuration not stated)	-0.1%	1.6%	-10%	-0.1%	-7%	-19%	29%	-3%	-7%
CNC(=O)NC(=O)COC(=O)c1ccc(-n2c(C)ccc2C)cc1	0.7%	3.3%	2%	-3.4%	-2%	1%	23%	-13%	12%
COc1ccc(C(=O)OCC(=O)Nc2ccc(OC(F)F)cc2)c(OC)c1	1.8%	-2.6%	1%	-0.2%	-10%	1%	8%	8%	-14%
CC(=O)c1c(C)[nH]c(C(=O)CSc2nc3ccccc3c(=O)n2CCCO)c1C	-0.4%	-0.8%	-22%	0.0%	-6%	13%	6%	15%	-1%

3 entries drawn at random from the list so far:
SMILES	RSV CPE inhibition	HIV peptide binding	GPR35 antagonists	UTI89 phage lysis	NS5 inhibitors	MgcRacGAP inhibition	SV40 large T antigen	GPR55 antagonists	Salmonella PhoP GFP	others
Cc1ccc(SCCC(=O)NCc2ccncc2)cc1	1.1%	2.4%	14%	-1.2%	-5%	5%	3%	13%	13%
CCOC(=O)C(C)(C)C(=O)C(C)(C)C(O)c1ccccn1 (configuration not stated)	0.9%	-1.6%	-10%	1.2%	-3%	-4%	8%	-18%	1%
O=C(CCOc1ccccc1)Nc1ccc(Br)cc1	1.6%	0.4%	12%	0.0%	-3%	1%	7%	4%	-2%	NS5 inhibitors pilot replicate=0.3

Next records.
SMILES	RSV CPE inhibition	HIV peptide binding	GPR35 antagonists	UTI89 phage lysis	NS5 inhibitors	MgcRacGAP inhibition	SV40 large T antigen	GPR55 antagonists	Salmonella PhoP GFP	others
CCN(CC)C(=S)SCC(=O)Nc1ccc(S(N)(=O)=O)cc1	0.6%	-0.7%	-8%	2.0%	-1%	1%	7%	5%	-4%
Cc1cc(C(=O)OCC(=O)Nc2ncc(C(F)(F)F)cc2Cl)c(C)o1	1.1%	-0.6%	-16%	-0.2%	-12%	0%	4%	-2%	0%
O=c1[nH]c(NC2CCCCC2)c([N+](=O)[O-])c(=O)[nH]1	1.6%	1.9%	13%	1.0%[50 µM]	-1%	-17%	5%	10%	-9%
O=C(Nc1cccc2ncccc12)c1ccc(F)cc1	-0.4%	2.1%	-2%	3.4%	-1%	9%	0%	16%	8%
CC(=O)N1CCN(c2ccc(Oc3nnnn3-c3ccccc3)cc2)CC1	16%	2.1%	10%	0.3%	0%	7%	14%	12%	-7%
CC1CCCC(C)N1CCCNC(=O)c1nn(C)c2c1CSc1ccccc1-2 (configuration not stated)	-0.3%	-0.4%	-3%	0.4%	-8%	10%	9%	13%	-9%
COc1nc(NCc2ccc(Cl)cc2)nc(OC)n1	1.4%	-2.4%	6%	-0.2%	4%	10%	5%	-12%	10%
N#CC1=C(N)N2C(=C(C#N)C13CCCC3)Nc1ccccc12	1.3%	-1.7%	11%	-0.1%	-11%	3%	x	12%	x
Cc1cc(C)n(-c2ccc(Cl)c(C(=O)NCc3ccccc3)n2)n1	0.3%	1.3%	2%	0.8%	4%	1%	13%	5%	10%
Cc1[nH]c2ccccc2c1C(=O)C(=O)NCCC1=CCCCC1	7.8%	2.7%	11%	3.0%	4%	4%	7%	-13%	2%
O=c1c(-c2ccc(Cl)cc2)[n+]([O-])c2ccccc2n1O	0.5%	5.8%	-1%	0.2%	26%	8%	-6%	6%	15%
CCN(CC)S(=O)(=O)c1cccc(NC(=O)CNc2cccc(S(=O)(=O)N3CCCC3)c2)c1	1.2%	1.0%	-3%	-0.2%	1%	7%	12%	14%	0%
CCCCc1ccc(NS(=O)(=O)N(C)C)cc1	1.3%	1.0%	11%	0.3%	6%	5%	2%	-2%	-10%
C/C(CC(=O)Nc1ccc2c(c1)OCCO2)=N\NC(=O)c1ccccc1Cl	-0.3%	3.4%	-6%	-0.1%	-7%	7%	27%	-2%	3%
COCc1ccc(C(=O)N2CCc3c([nH]c4ccccc34)C2c2ccccn2)s1 (configuration not stated)	4.3%	-0.4%	3%	-0.2%	-11%	10%	12%	-31%	-3%
CCc1ccccc1NC(=O)Nc1cccc(F)c1	15%	-1.0%	-13%	0.2%	-7%	5%	-7%	-2%	-1%
COc1ccc(N(CC(=O)NC2CC3CCC2C3)S(=O)(=O)c2ccc(C)c([N+](=O)[O-])c2)cc1 (configuration not stated)	1.4%	0.4%	-1%	0.3%	-11%	6%	13%	9%	-1%
CCOc1ccc(NC(=S)NCc2cccnc2)cc1	1.8%	-1.0%	2%	0.6%	-4%	3%	6%	4%	-2%
CC(C)[C@H](NC(=O)[C@H](Cc1ccccc1)n1c(=O)[nH]c2ccccc2c1=O)C(=O)N1CCC[C@H]1C(=O)O	0.5%	0.8%	-20%	3.1%	-3%	3%	17%	13%	4%
CC(=O)NCCNC(=O)C1CCC(CNc2nc(=S)[nH]c3ccccc23)CC1 (configuration not stated)	-0.3%	-1.1%	1%	0.3%	-6%	-6%	4%	5%	x
COc1cccc(Nc2cc(C)nc3nc(C)nn23)c1	1.3%	-1.3%	14%	5.3%	0%	1%	-1%	-4%	9%
O=C(Cc1ccc(Cl)cc1)c1c[nH]c(C(=O)NCCCn2ccnc2)c1	-2.8%	-0.9%	-14%	-0.1%	-2%	-3%	4%	-3%	1%
Cc1cc(=O)[nH]c2c1c(-c1ccccc1)nn2C	1.8%	0.4%	-4%	0.3%	-2%	4%	0%	0%	-10%
O=C(NC1CCCCC1)NC1CC2CCC(C1)N2C(=S)NCc1ccco1 (configuration not stated)	-1.2%	-1.8%	9%	1.2%	-7%	0%	1%	-4%	-6%
CCc1ccc(OCC(=O)Nc2nnc(-c3ccco3)s2)cc1	1.0%	7.3%	5%	0.4%	8%	12%	12%	-4%	-10%

From PubChem
